Screening results (PubChem BioAssay)
Myeloid diff 2 = promotes myeloid progenitor differentiation | ER-HoxA9 myeloid progenitors, lysozyme-GFP differentiation, flow cytometry | calls only at 10 µM | 360,000 tested, 1% active | AID 624256;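 active means normalized GFP-positive differentiation at or above the plate's own cutoff, the solvent-only control mean plus 3 SD; inconclusive means no clear call, values can overlap the other calls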;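 further: cells exposed to compound for four days before flow analysis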
T cell HTS = T cell immune modulation candidate; 2C CD8+ T cell-vesicle binding, flow cytometry; active compounds read low; calls only at 7 µM; 330,000 tested, 0.068% active; AID 2052;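 active means response, share of CD8 T cells binding vesicles, and their 90th percentile fluorescence all below set limits, cut at about 80% in these data, passing the limit was not always enough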
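Also added: QL9-peptide-loaded Drosophila micro-vesicles bearing Ld, ICAM-1 and B7-1; Test system: purified 2C TCR transgenic mouse naive CD8+ T cells; Measured by: cytometric PE anti-B7-1 and Alexa647 anti-CD8 signals after 1% paraformaldehyde fixation; Timing: binding step 1.5 h, 37 °C, antibody labelling 20 min, ice.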
Autophagy HCS = alters autophagy in cells | AID 463193 | MEF GFP-LC3 puncta imaging; test concentration mostly 10 µM | 190,000 tested, 0.98% active | calls only at 10 µM (by protocol);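 active means percentage of spot-positive cells more than 3 SD above its plate mean, without a fluorescence outlier flag or 80% toxicity; inconclusive means no clear call, values can overlap the other calls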;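 further: spot-positive cell cutoff set from DMSO-treated cells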
bCat nuc transl = modulators of beta-catenin nuclear translocation; AID 1665; nuclear translocation activity, % at 5 µM; 190,000 tested, 0.3% active; HeLa beta-catenin nuclear translocation, immunofluorescence imaging;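 active means nuclear translocation activity above 50% at 5 µM, with a well cell count of 50 or more; inconclusive means wells under 50 cells across six images, flagged as toxic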;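 further: per-cell ratio of nuclear to cytoplasmic median beta-catenin stain intensity; plate controls were DMSO negative control for no effect and GSK-3 inhibitor IX positive control for full effect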
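Read-out: Nuclear/cytoplasmic beta-catenin signal ratio, % activation | Assay system: Human HeLa cell line | Times: 24 h compound exposure at 37°C, 5% CO2 | Signal: Fluorescence imaging of beta-catenin antibody stain plus DAPI | Dosing: 5 µM primary, 0.02–20 µM confirmation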
Insulin prom up = MIN6 insulin promoter up-regulation; z-score at 5 µM; 190,000 tested, 0.3% active; MIN6 insulin promoter-GFP reporter, high-content imaging; active compounds read high; AID 1625;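 active means z-score above 3 at 5 µM with at least 500 cells counted in the well; inconclusive means wells under 500 cells, flagged as cytotoxic or low count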
WT yeast gro inh = growth inhibition of WT yeast, mitochondrial fusion screen; inhibition, % at 10 µM; 190,000 tested, 2.1% active; mitochondrial fusion phenotypic screen, WT strain; in the data active means inhibition above about 58%; tested in S. cerevisiae
Hep lipid drop = hepatic lipid droplet formation modulation | AML12 mouse hepatocytes, oleate lipid droplets, BODIPY imaging | inhibition, % at 6.5 µM | 240,000 tested, 0.4% active | AID 1656;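 active means lipid droplet intensity inhibited by at least 50%, with more than 500 cells counted; inconclusive means wells with under 300 cells, treated as cytotoxic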
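Assay system: AML12 hepatocytes (mouse) / Also added: 100 µM oleic acid challenge / Times: overnight treatment with compound plus oleate / Detection: high-content imaging of BODIPY-stained droplets and DAPI nuclei / Evaluation: % inhibition of lipid droplet signal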
MT stabilizer = microtubule stabilization, imaging screen. HeLa tubulin immunostaining HCS, 24 h; share of cells brighter than vehicle mean+2SD. % tubulin-high responders, % at 10 µM. 200,000 tested, 0.83% active. AID 2205;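 active means plate Z-score above 3 for both tubulin-high and condensed-nucleus cell shares, with cell loss under 80%, at 10 µM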;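 further: anti alpha tubulin signal scored within the nucleus-defined area of each cell; some results filed as inactive read as strong as hits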
West Nile virus CPE = inhibition of WNV-induced cytopathic effect – cell-based, CPE readout (AID 1621) | West Nile virus-infected cells, CPE inhibition; higher % means a stronger effect | CPE inhibition, % at 10 µM, or IC50 in µM where a hit was titrated | 290,000 tested, 0.02% active; in the data active means a potency from the dose series; inconclusive means CPE inhibition mostly from about 3.7% at the one dose, without a potency; inactive means the rest, 99 in 100 with CPE inhibition below about 2.2%; further: strong numbers were not always called active
WT yeast gro inh mutant strain = further read-out of WT yeast gro inh, marked with its call; inhibition, %; mitochondrial fusion phenotypic screen, mutant strain inhibition
Insulin prom up cell count = recorded beside Insulin prom up, whose call it bears; cell count; measured here: cytotoxicity, nuclei count;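 total cells summed across four imaged fields per well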
Hep lipid drop cells 6.5 µM = recorded beside Hep lipid drop, whose call it bears; cell count; measured here: cell count, cytotoxicity flag;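 cells counted across two imaged fields per well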
bCat nuc transl cell count 5 µM = further read-out of bCat nuc transl, marked with its call; cell count; measured here: cell count, cytotoxicity flag
T cell HTS vesicle-bound % = second read-out of T cell HTS, no call of its own (marks repeat the call); double positive events, %; measured here: CD8+ vesicle-bound cell fraction;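 binding gate set so that unloaded-vesicle control wells show 10% double positive cells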
MT stabilizer Hoechst-high % = further read-out of MT stabilizer, marked with its call; % Hoechst-high responders; measured here: nuclear condensation Hoechst responders;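 share of cells brighter than vehicle mean plus two SD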
MT stabilizer cytotoxicity % = also measured in MT stabilizer; calls as there; toxicity, %; measured here: cytotoxicity by cell density;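 0% = mean cell density of plate MIN control wells and 100% = no cells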
Autophagy HCS cell loss 18 h = further read-out of Autophagy HCS, marked with its call; toxicity, %; measured here: cell loss, nuclei count;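 cell loss after 18 h compound exposure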
Myeloid diff 2 GFP+ MAC1+ % = also measured in Myeloid diff 2; calls as there; GFP+ MAC1+ double positive, %; measured here: differentiation confirmed by MAC1 staining
* hit, by the source's call; i = inactive; ? = inconclusive; / = no result given.

SMILES	Myeloid diff 2	Myeloid diff 2 GFP+ MAC1+ %	T cell HTS	T cell HTS vesicle-bound %	Autophagy HCS	Autophagy HCS cell loss 18 h	bCat nuc transl	bCat nuc transl cell count 5 µM	Insulin prom up	Insulin prom up cell count	WT yeast gro inh	WT yeast gro inh mutant strain	Hep lipid drop	Hep lipid drop cells 6.5 µM	MT stabilizer	MT stabilizer Hoechst-high %	MT stabilizer cytotoxicity %	West Nile virus CPE
Cc1ccnc2c(N3C(=O)C4C5c6ccccc6C(c6ccccc65)C4C3=O)cccc12 (stereo unspecified)	i	0.7	i	16.0	i	10.6	-2.0	1380	1.59	1125	-15.6	-27.2	/	/	3.2	2.1	6.1	-0.9%
CCN1C(=O)C2(SC(NC(C)=O)=NN2C(C)=O)c2cc(C)ccc21 (stereo unspecified)	i	5.2	i	18.6	i	2.5	-0.2	1340	0.06	1660	8.5	13.2	/	/	1.4	1.6	3.9	-0.2%
COc1ccc(NS(=O)(=O)c2ccc3c(c2)N(C(C)=O)CCO3)cc1	i	2.3	i	27.0	/	/	/	/	/	/	/	/	3.4	757	/	/	/	0.0%
Cc1nn2c(-n3ccnc3)c3c(nc2c1-c1ccccc1)CCC3	i	0.8	i	34.7	i	5.6	-1.8	1223	0.61	1309	5.1	15.2	/	/	3.7	3.3	6.9	-0.3%
Cc1[nH]nc(Sc2ccccn2)c1[N+](=O)[O-]	i	0.5	i	43.2	i	0.3	/	/	0.22	1170	-4.3	-8.2	10.0	754	3.1	4.9	11.0	0.5%
CC1CC(C)CN(C(=O)CCNS(=O)(=O)c2ccc3c(c2)CCC(=O)N3)C1 (stereo unspecified)	i	0.2	i	38.9	i	40.8	4.2	580	1.17	1344	4.8	-11.0	-29.7	719	4.7	3.0	3.0	0.0%
COc1ccc(CCC(=O)Nc2ccc(C)c(S(=O)(=O)N(C)C)c2)cc1OC	i	0.8	i	55.5	i	16.1	2.1	970	-0.11	1309	0.6	-20.3	-0.2	661	2.4	3.0	8.1	-1.7%
Cc1cccc(NC(=O)/C(=C\c2ccco2)NC(=O)c2ccccc2)c1	i	1.1	i	28.3	i	-6.1	-1.8	1186	0.24	936	17.8	28.5	-3.9	758	2.0	0.9	6.2	-1.1%
CCc1cc(=O)oc2cc(OCC(N)=O)c(Cl)cc12	i	0.4	i	39.1	i	0.8	-3.3	1201	-0.41	934	1.6	11.3	12.5	782	0.8	0.6	2.2	0.1%
CC1(C)CC(=O)C(CS(=O)(=O)c2ccccc2)=C(O)C1	i	0.4	i	10.8	/	/	/	/	/	/	/	/	4.8	845	/	/	/	0.5%
COc1cccc(OCc2nc3c4cnn(-c5ccccc5)c4ncn3n2)c1	i	1.4	i	23.6	i	4.8	0.4	1039	-0.06	1133	14.8	-9.7	-2.6	723	1.9	1.4	7.1	-0.1%
Cc1oc(-c2ccccc2)cc1C(=O)NC(Cc1c[nH]c2ccccc12)C(=O)O (stereo unspecified)	i	0.4	i	8.7	i	-2.5	-0.1	1093	0.17	1375	3.7	4.5	-9.5	602	2.3	2.0	7.9	-0.5%
CS(=O)(=O)c1ccc2nc(NC(=O)c3cccc([N+](=O)[O-])c3)sc2c1	i	0.7	i	58.7	/	/	/	/	/	/	/	/	-2.5	828	/	/	/	-0.7%
CCOC(=O)CSc1nnc(-c2ccc(S(=O)(=O)NCc3cccs3)cc2)o1	i	0.8	i	20.3	i	2.6	/	/	/	/	/	/	/	/	3.5	1.8	4.3	0.0%
CCn1c(=S)sc2c(=O)n(CC(=O)Nc3ccc(C(C)=O)cc3)c(C)nc21	i	0.8	i	11.3	/	/	/	/	/	/	/	/	-4.4	735	/	/	/	0.5%
Cn1c(N)c(C(=O)Nc2ccc3ccccc3c2)sc1=S	i	6.2	i	14.4	i	-21.3	-2.0	862	-0.42	1633	-2.7	1.8	/	/	7.5	3.7	3.8	/
O=C(O)CCc1ccc(S(=O)(=O)Nc2ccc(OCc3ccccc3)cc2)cc1	i	1.8	i	29.2	/	/	/	/	/	/	/	/	-2.7	816	/	/	/	1.3%
CC(/C=N/NC(=O)c1cccc([N+](=O)[O-])c1)=C\c1ccccc1	i	4.7	i	27.6	i	-2.3	-1.1	1415	1.79	1465	11.4	-7.1	/	/	2.5	1.1	3.0	0.1%
O=C(CN1CCN(Cc2ccccc2Cl)CC1)N/N=C/c1cccs1	i	0.5	i	29.2	/	/	-1.0	1325	-1.15	1158	/	/	10.3	764	/	/	/	0.1%
CCN(c1ccccc1)S(=O)(=O)c1ccc(Cl)c(NC(=O)CN(C)C2CCN(C)CC2)c1	i	0.7	i	58.4	/	/	0.9	1275	0.09	1094	/	/	-1.2	720	/	/	/	-0.1%
Cc1ccc(C(=O)Nc2nnc(-c3ccco3)o2)cc1	i	0.4	i	35.5	i	-7.8	-1.5	979	-0.02	1264	17.4	-9.6	14.3	639	5.7	2.6	4.5	-0.1%
Cc1ccc(SCCC(=O)NCc2ccncc2)cc1	i	0.1	i	48.6	i	-6.7	0.5	1494	0	1064	7.5	10.6	-3.7	705	1.6	2.5	2.0	0.0%
COCCNC(=O)c1cc(S(=O)(=O)N2CCOCC2)ccc1SCc1cccc(OC)c1OC	i	0.5	i	34.2	i	34.1	-0.1	1128	-0.53	1288	-7.4	7.8	-1.2	678	2.9	1.6	3.9	-0.6%
COc1ccc(CCNc2nnc(Sc3nnnn3-c3ccccc3)s2)cc1OC	i	0.9	i	25.3	i	47.3	1.3	1089	-0.89	720	1.0	7.9	?	/	7.8	4.0	61.7	-1.7%
Cc1ccc(NC(=O)CSc2nc(O)c(Cc3ccccc3)c(=O)n2-c2ccccc2)cc1	i	0.5	i	53.6	i	2.0	-2.3	518	0.69	1464	4.3	14.4	3.5	643	3.6	3.1	7.3	-0.1%
O=C(O)/C=C/c1ccc(S(=O)(=O)Nc2ccc(C(=O)NCC(=O)O)cc2)cc1	i	0.3	i	16.9	i	-13.1	-0.7	1054	0.49	1296	-7.0	-4.2	18.8	680	3.0	2.7	5.3	-0.4%
S=C1NCN(Cc2ccco2)CN1	i	0.2	i	21.1	/	/	-0.1	1257	0.25	1401	/	/	-4.9	694	/	/	/	0.3%
CCOC(=O)CC1C(=O)NCCN1C(=O)c1ccc(F)cc1F (stereo unspecified)	i	0.7	i	23.3	i	-6.8	14.6	927	/	/	-11.1	-5.6	-7.0	794	1.2	1.3	1.2	0.5%
CCOc1ccccc1NC(=O)CCNS(=O)(=O)c1ccc(NC(C)=O)cc1	i	0.7	i	10.1	/	/	/	/	/	/	/	/	0.1	823	/	/	/	-0.4%
Cc1ccsc1C(=O)N(CC(C)C)c1c(N)n(Cc2ccccc2)c(=O)[nH]c1=O	i	1.5	i	7.8	/	/	/	/	/	/	/	/	4.7	860	/	/	/	0.3%
CCn1c(/C=N/n2cnnc2)nc2ccccc21	i	7.8	i	16.8	i	1.0	-0.2	1090	-0.93	1025	8.3	-7.6	/	/	2.0	2.5	9.3	-0.4%
Cc1onc(-c2c(Cl)cccc2Cl)c1C(=O)c1c[nH]c(C(=O)NCCCN2CCOCC2)c1	i	0.5	i	22.6	i	-2.6	0.3	1242	0.17	1480	4.2	-0.9	/	/	2.2	1.1	3.5	0.4%
O=C(COC(=O)CN=C1NS(=O)(=O)c2ccccc21)Nc1ccccc1OC(F)F	i	0.7	i	57.4	i	2.1	-1.5	1147	0.17	1249	-8.9	19.0	2.1	688	1.8	3.2	10.7	0.0%
CCOC(=O)c1cnc(-n2nc(C)cc2C)[nH]c1=O	i	0.3	i	37.5	/	/	0.7	1279	-0.25	1137	/	/	5.1	726	/	/	/	0.3%
COc1ccc(/C=C/c2nnc(NC(=O)C(C)(C)C)s2)cc1	i	0.3	i	6.6	/	/	0.3	1322	0.14	1040	/	/	-0.4	674	/	/	/	-0.3%
CCCn1cnc2c(sc3nc4c(cc32)CSC(C)(C)C4)c1=O	i	6.3	i	30.5	i	4.4	-1.5	1076	0.31	1942	-17.5	-4.9	1.3	657	4.9	2.1	7.2	-0.7%
Cc1ccc(SCC2CNc3nc4ccccc4c(=O)n32)c(C)c1 (stereo unspecified)	i	0.3	i	59.6	i	-1.6	-0.9	1364	-1.11	1622	16.4	13.0	/	/	2.8	1.8	7.5	0.2%
COc1cccc(NC(=O)CSc2nnc3c(n2)[nH]c2ccc(C)cc23)c1	i	0.6	i	34.5	/	/	/	/	/	/	/	/	0.0	811	/	/	/	-0.1%
C[C@@H](C(=O)NC1CCCCC1)N1C(=O)N2CCc3c([nH]c4ccccc34)[C@@]2(C)C1=O	i	2.0	i	4.6	/	/	/	/	/	/	/	/	3.8	769	/	/	/	-1.2%
COc1ccccc1CNCc1cccc(Oc2ccccc2)c1	i	0.5	i	1.9	i	-12.9	-0.7	1467	-0.17	1286	26.2	23.1	-45.2	574	4.0	2.5	6.5	-0.8%
Cc1ccc(NC(=O)C2CCCN(C(=O)c3ccc(Cl)cc3)C2)cc1C (stereo unspecified)	i	0.1	i	29.2	i	-0.1	-0.8	1031	0.56	1218	7.9	17.8	-3.4	688	2.7	2.5	7.6	-1.3%
O=C1CN(C(=S)Nc2ccc(OC(F)F)cc2)CCN1	i	0.4	i	12.6	i	-6.9	/	/	/	/	-3.8	-10.4	-2.4	708	3.8	3.3	5.1	0.1%
